Compound activity deposited in PubChem by National Center for Advancing Translational Sciences (NCATS).
GFP derepression: epigenetic GFP locus derepression in mouse cells. mouse C127i GFP locus derepression, cytometry, 30 h. Potency, µM (top dose mostly 46.1 µM), for the others: at the top dose GFP derepression (activation). 68,000 tested, 0.09% active. AID 597; also: % of control where 0% means no effect
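Locus derepression in mouse mammary C127i cells whose integrated CMV-GFP reporter is normally silent; GFP expression after 30 h compound treatment was quantified by counting fluorescent cells.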
Ub-GFP proteasome: ubiquitin-GFP accumulation via proteasome inhibition. 67,000 tested, under 10 active. Potency, µM (series often up to 45.9 µM), for the others: top-dose activation (GFP accumulation), most hits filed as activators. Ubiquitin-GFP reporter cells, proteasome inhibition, GFP fluorescence; response scale: untreated = 0%, 10 µM MG-132 = 100%; active = well fitted activation curve with a large enough effect, not every such curve was filed as active; inconclusive = small, poorly fitted or top-dose-only effect, or another doubt; inactive = no such curve, though single readings can be large or run the other way; also: potency is read from the fitted curve at half-maximal effect
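U2OS Ub(G76V)-GFP reporter; O/N plating, 0.5% FBS; cpd 46 uM–2.9 nM, 4 h, 37 °C; GFP+ cell count, 488/515 nm; norm. to basal vs 10 uM MG-132; CRC fit.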
CRE Fsk mod: alters forskolin-stimulated CRE reporter signaling in CHO cells | CHO CRE-bla reporter (cAMP response element driving beta-lactamase), forskolin EC10, beta-lactamase ratio | Potency, µM (highest dose often 38.2 µM), for the others: top-dose activity change, negative = inhibition, actives largely listed as activators | 71,000 tested, 2.5% active; active = well fitted activation curve with a large enough effect in the signal ratio, with a control signal flat, not every such curve was filed as active; inconclusive = small, poorly fitted or top-dose-only effect, or effect the other way, or a change in a side signal; the % refers to the signal ratio; also: potency is read from the fitted curve at half-maximal effect; % of control where 0% means no effect
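CRE-bla CHO cells stimulated with EC10 NKH 477 (water-soluble forskolin) and compound titrations, 3 h at 37C; beta-lactamase read with CCF4 after 2 h at room temperature. Activity from 460/530 nm emission ratio, AC50 values for positive or negative modulation.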
FLuc inh: firefly luciferase inhibition; P08659; purified firefly luciferase, luminescence, 8 min; Potency, µM (series often up to 57.1 µM), without a hit: at the top dose activity change, negative = inhibition, actives largely listed as inhibitors; 72,000 tested, 2.2% active; also: potency is read from the fitted curve at half-maximal effect; % is scaled to controls: 0 for no effect and ±100 for the full control effect; nearly all actives have a fitted effect of over 40% in size
Target sequence (P08659 whole entry, looked up): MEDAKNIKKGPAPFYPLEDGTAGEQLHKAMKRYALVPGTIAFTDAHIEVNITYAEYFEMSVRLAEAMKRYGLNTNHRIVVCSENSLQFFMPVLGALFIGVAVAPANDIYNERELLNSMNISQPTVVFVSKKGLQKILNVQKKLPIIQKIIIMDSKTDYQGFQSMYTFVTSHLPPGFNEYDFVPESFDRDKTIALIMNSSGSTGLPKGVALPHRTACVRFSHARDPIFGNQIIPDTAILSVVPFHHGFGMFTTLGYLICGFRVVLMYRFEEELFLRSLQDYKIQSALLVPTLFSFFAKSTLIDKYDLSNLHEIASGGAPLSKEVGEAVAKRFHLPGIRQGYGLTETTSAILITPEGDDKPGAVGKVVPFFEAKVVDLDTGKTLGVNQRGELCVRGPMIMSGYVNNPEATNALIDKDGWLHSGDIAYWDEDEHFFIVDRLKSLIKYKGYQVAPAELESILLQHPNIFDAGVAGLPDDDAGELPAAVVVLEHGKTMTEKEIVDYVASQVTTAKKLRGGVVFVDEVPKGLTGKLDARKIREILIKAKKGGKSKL
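Here, luciferase activity is measured as luminescence following an 8 min room-temperature reaction at 10 uM ATP, pH 7.2. Every library sample is titrated.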
Texas Red fluor: compounds fluorescent in Texas Red spectral region; Compound fluorescence, Texas Red channel, 547/618 nm; hits give high values; max dye-equivalent concentration, M; 59,000 tested, 0.06% active; in the data active = max dye-equivalent concentration above about 10 nM; inconclusive = between about 1.1 nM and that limit
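Spectral interference profiling: each compound concentration's relative fluorescence, read with a 547 nm excitation and 618 nm emission filter pair, was normalized to a per-plate Texas Red standard curve.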
4MU fluor: compound fluoresces in the 4-MU spectral region; max dye-equivalent concentration, M; compound autofluorescence, 340/450 nm, 4-MU equivalents; hits give high values; 59,000 tested, 11% active; AID 589; in the data active = max dye-equivalent concentration above about 10 nM; inconclusive = mostly about 1.1 nM to 9.6 nM
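Compounds in 100 mM Tris, pH 8.0, incubated 15 min at room temperature, then fluorescence read at 340 nm excitation/450 nm emission. Signal converted to 4-MU dye-equivalent concentration using an on-plate six-point 4-MU standard curve.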
A350 autofl: compounds fluorescent in Alexa 350 spectral region; 59,000 tested, 11% active; max dye-equivalent concentration, M; Compound autofluorescence, 340/450 nm, Alexa 350 dye-equivalents; hits give high values; in the data active = max dye-equivalent concentration above about 10 nM; inconclusive = mostly about 1.1 nM to 9.6 nM
Fluorescein fluor: fluorescein region autofluorescence. Compound autofluorescence, 480/540 nm, fluorescein-equivalent; hits give high values. max fluorescein-equivalent concentration, M. 59,000 tested, 0.91% active; in the data active = max fluorescein-equivalent concentration above about 10 nM; inconclusive = between about 1.1 nM and that limit
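Autofluorescence profiling; 100 mM Tris, pH 8.0; incubation 15 min at RT; ex/em 480/540 nm; result as fluorescein-equivalent concentration.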
ERK AVP inh: vasopressin-driven ERK pathway inhibition; 72,000 tested, 0.99% active; HEK293-V1b, vasopressin-stimulated pERK AlphaScreen; Potency, µM (titrated, usually from 57.5 µM), inactives show at the highest dose activity, negative = inhibition, usual class: inhibitors; also: potency is read from the fitted curve at half-maximal effect; % is scaled to controls: 0 for no effect and ±100 for the full control effect; nearly all actives have a fitted effect of over 55% in size
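V1b-HEK293 cells; cpd 30 min 37C; 25 nM vasopressin 5 min; lyse 10 min; AlphaScreen beads 5 hr RT. Normalized to DMSO basal and 25 nM vasopressin; AC50 by Hill fit.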
Hsp90 Hop PPI: changes Hsp90-Hop TPR2A binding signal, up or down. AlphaScreen TPR2A-His6 binding biotin-Hsp90 C-terminal peptide. Potency, µM (doses to about 57 µM), inactives show top-dose activity change, negative = inhibition. 71,000 tested, 0.44% active. AID 595; active = well fitted curve in either direction with a large enough effect; inconclusive = small, poorly fitted or top-dose-only effect, or another doubt; also: potency is read from the fitted curve at half-maximal effect; % is scaled to controls: 0 for no effect and ±100 for the full control effect; many of its hits are not listed in these tables
HBB splicing: alters splicing of the hemoglobin beta chain; HBB splicing reporter cell assay, activation; EGFP reporter with mutant IVS2-654 intron; response scale: normalised to 500 nM splice-correcting PNA; Potency, µM (top dose mostly 46.1 µM), for inactives: top-dose activation, usual class: activators; 65,000 tested, 0.06% active; AID 925; also: potency is read from the fitted curve at half-maximal effect; 0% is about no effect
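Compounds were applied for 2 days to HeLa EGFP-654 cells, 500/well in Optimem with 2% FCS. The reporter's EGFP is disrupted by mis-splicing of beta-globin intron IVS2-654. Readout: summed well GFP fluorescence from 488 nm laser scanning; reference was 500 nM antisense […] 654 PNA.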
* marks the source's active call; other numbers are inactive results; i = inactive; ? = inconclusive; nt = not tested or not shown; [ ] = another dose, or the depositor's remark. Unless noted, calls follow the shape of the dose curve; as a rule, active = well fitted curve in the direction sought with a large enough effect; inconclusive = small, poorly fitted or top-dose-only effect, or another doubt; inactive = no such curve, though single readings can be large; an effect the other way counts as inactive or inconclusive.

SMILES	GFP derepression	Ub-GFP proteasome	CRE Fsk mod	FLuc inh	Texas Red fluor	4MU fluor	A350 autofl	Fluorescein fluor	ERK AVP inh	Hsp90 Hop PPI	HBB splicing
Cc1ccc(Cn2nnc3c(=O)n(Cc4cccc(C)c4)cnc32)cc1	0%	-2%	?	1%	i	i	i	i	-1%	8%	4.5%
O=C(Nc1ccccc1)N1CCC(C(=O)N2CCN(S(=O)(=O)c3cccc(F)c3)CC2)CC1	-2%	35%	-7%	-2%	?	i	i	i	8%	0%	4.8%[1.84 µM]
CC(=O)OCc1c(F)c(F)c(-n2nc(C)cc2C)c(F)c1F	0%	nt	-6%	2%	i	i	i	?	-4%	-8%	1.7%[0.369 µM]
O=C(CCc1ccccc1)NCc1ccccn1	-2%	-3%[9.17 µM]	?	0%	nt	nt	nt	nt	-14%	-25%[11 µM]	-2.7%[0.0738 µM]
O=C1c2ccccc2C(=O)N1CCCP(=O)(O)CCc1ccccc1	-2%	nt	-10%	-1%	i	i	i	?	?	1%	6.2%[0.369 µM]
COc1ccccc1-n1c(CNC(=O)c2ccco2)nnc1SCC(=O)Nc1cc(C)ccc1C	6%	3%	?	5%	i	i	i	i	15%	-5%	0.6%
CCOC(=O)c1cnc(-n2nc(C)cc2C)nc1Nc1cccc(C(=O)O)c1	6%	9%	-8%	-2%	?	i	i	?	7%	-6%	-0.7%
CCOc1ccc(NC(=O)N(C2CCCCCC2)C2CCN(C(C)=O)CC2)cc1	-1%	-2%	-4%	0%	?	i	i	i	2%	-1%	3.9%
CC(Sc1ccccc1)C(=O)Nc1cccc(N(C)S(C)(=O)=O)c1 (stereo unspecified)	2%	-1%	-8%	1%	i	i	i	i	-15%	-1%	0.0%
Cc1nc(Sc2nnnn2C)c2c3c(sc2n1)CCC3	1%	2%	-8%	10%	i	1.3e-08M*	1.7e-08M*	i	5%	-1%	3.4%
Cc1cc(=O)oc2cc(OC(C)C(=O)Nc3nccs3)ccc12 (stereo unspecified)	12%	2%	-4%	1%	i	i	i	?	-27%	-8%	5.0%
Cc1oc(-c2ccccc2Cl)cc1-c1nn2c(-c3ccco3)nnc2s1	0%	-11%	0%	1%	i	i	i	i	-17%	0%	1.6%
Cc1cccc(OCc2nnc(N)s2)c1	0%	1%	-5%	-1%	?	i	i	i	-5%	1%	-0.2%
Cn1cc(-c2nc3cncnc3n(C3CC3)c2=O)c2ccccc21	-1%[9.22 µM]	2%	?	0%[11.4 µM]	i	?	1e-08M*	i	2%	-3%	2.9%
Cc1cc(C)nc(N2CCC(C(=O)N3CCN(c4cc(Cl)ccc4C)CC3)CC2)n1	-1%	2%	?	0%	i	i	i	?	-25%	3%	-2.8%
COc1ccc(-c2nc(C#N)c(N3CCCCCC3)o2)cc1	4%	-1%	?	-2%	?	4.5e-08M*	5.1e-08M*	i	?	?	-0.8%
O=C(c1cccc(N2CCCC2=O)c1)N1CCN(c2ccccc2)CC1	-1%	-13%	0%	3%	?	i	i	i	1%	3%	0.8%
Cc1cc(C)n(S(=O)(=O)c2ccc(C(C)(C)C)cc2)n1	0%	2%	11%	5%	?	i	i	i	-1%	8%	-1.5%
COc1ccccc1-c1ccc(NC2CCCCC2)nn1	-1%	-2%	-1%	13µM*	i	i	?	i	-12%	-4%	nt
CCOC(=O)c1[nH]c2ccc(F)cc2c1NC(=O)CN1CCN(C/C=C/c2ccccc2)CC1	0%	-7%	?	0%	?	i	i	i	-20%	-16%	3.0%[1.84 µM]
N#CCCCn1c(-c2ccccc2)noc1=O	1%	-2%	-22%	2%	?	i	i	?	3%	-3%	-0.7%
Cc1ccc(Cl)cc1N1CCN(S(=O)(=O)c2cnc[nH]2)CC1	-3%	-3%	4%	5%	nt	nt	nt	nt	-6%	-2%	-0.6%
CCN(C(=O)c1cnc2scc(C)n2c1=O)c1ccccc1C	nt	-7%	-1%	0%	nt	nt	nt	nt	nt	-4%	-0.8%
CC(=O)Nc1ccc(S(=O)(=O)NCCNC(=O)c2ccccc2F)cc1	3%	-3%	-4%	3%	i	i	i	?	9%	2%	7.8%
CCOc1ccc(S(=O)(=O)N2CCc3ccccc3C2)cc1	-1%	-16%	?	-1%	i	i	i	i	10%	19%	-2.6%
COC(=O)C1=CNC=C(C(=O)OC)C1c1cccc(OC)c1	3%	0%	9%	2%	i	2.4e-07M*	2.5e-07M*	?	4%	-1%	-0.9%
CCOC(=O)c1oc2ccc(S(=O)(=O)Nc3ccc4c(c3)n(C)c(=O)n4C)cc2c1C	-1%	-1%	?	-1%	i	i	i	i	?	-6%	-1.4%
O=c1[nH]cnc2scc(-c3cccs3)c12	3%	-3%	?	-2%	i	i	i	i	-18%	-7%	-2.0%
O=C(Cc1ccccc1)NCc1nc2ccccc2[nH]1	-1%	1%	3%	-11%	?	i	i	i	6%	0%	-0.3%[57.5 µM]
Cc1c(NC(=O)CCc2ccc(S(=O)(=O)N3CCOCC3)cc2)c(=O)n(-c2ccccc2)n1C	-1%	-3%	?	1%	i	i	i	?	1%	-1%	-1.1%
Cc1nc(NC2=NCN(C3CCCCC3C)CN2)nc2ccccc12 (stereo unspecified)	0%	nt	-15%	0%	i	i	?	i	-22%	-2%	-1.6%[0.369 µM]
COc1cc(NC(=O)Cc2ccccc2)cc(OC)c1	-2%	21%	8%	-1%	nt	nt	nt	nt	-5%	-2%	-0.1%
CC(C)Cn1c(CN2CCN(c3ccccc3F)CC2)nc2c1c(=O)[nH]c(=O)n2C	nt	5%	0%	-2%	nt	nt	nt	nt	nt	0%	1.2%
CN(C)C(=O)Cn1nc(-c2ccccc2)c2ccccc2c1=O	0%	2%	?	1%	i	i	?	i	-22%	-6%	0.4%
Clc1ccc(Cn2ncc3c(NCc4cccnc4)ncnc32)cc1	3%	-3%	1%	3%	i	i	i	i	?	-6%	11%
CCC(=O)Nc1cccc(NC(=O)CSc2nnc(C3CC3)n2C)c1	0%	-1%	12%	-1%	i	i	i	?	24%	0%	-1.3%

Looked up by compound from above (2):
SMILES	GFP derepression	Ub-GFP proteasome	CRE Fsk mod	FLuc inh	Texas Red fluor	4MU fluor	A350 autofl	Fluorescein fluor	ERK AVP inh	Hsp90 Hop PPI	HBB splicing
CN(C)C(=O)Cn1nc(-c2ccccc2)c2ccccc2c1=O	0%	2%	?	1%	i	i	?	i	-22%	-6%	0.4%
O=C(c1cccc(N2CCCC2=O)c1)N1CCN(c2ccccc2)CC1	-1%	-13%	0%	3%	?	i	i	i	1%	3%	0.8%

The list continues:
SMILES	GFP derepression	Ub-GFP proteasome	CRE Fsk mod	FLuc inh	Texas Red fluor	4MU fluor	A350 autofl	Fluorescein fluor	ERK AVP inh	Hsp90 Hop PPI	HBB splicing
NC(=O)C1CCN(C(=O)c2ccc(C(F)(F)F)cc2)CC1	1%	3%	2%	0%	i	i	i	i	-15%	0%	-0.3%[57.5 µM]
O=C(CCN1CCN(C/C=C/c2ccccc2)CC1)Nc1ccccc1	-2%	-5%[9.17 µM]	?	2%	nt	nt	nt	nt	-9%	2%[11 µM]	-1.4%[0.0738 µM]
c1ccc(C(CN2CCOCC2)c2ccccc2)cc1	2%	0%[9.17 µM]	?	1%	nt	nt	nt	nt	-10%	1%[11 µM]	4.5%[0.0738 µM]
COc1ccccc1-c1nnc(SCC(=O)O)n1C	-3%	0%	-4%	-1%	i	i	i	i	-18%	0%	nt
O=C(c1cccc(F)c1)N1CCC[C@@]2(CCN(c3ccccc3)C2)C1	0%[9.22 µM]	-7%	-4%	2%[11.4 µM]	i	i	i	i	-12%	?	-0.7%
CN(CC(=O)NCCC1=CCCCC1)S(=O)(=O)c1ccc2c(c1)c(=O)n(C)c(=O)n2C	nt	-6%	16%	-4%	nt	nt	nt	nt	-9%	-3%[2.3 µM]	-0.4%
CCOc1ccccc1NC(=O)CSc1nnc(-c2ccccn2)n1Cc1ccco1	0%	-1%	4%	-20%	i	i	i	i	1%	-4%	-0.4%
Cc1ccccc1-n1c(C)nnc1SCC(=O)N1CC(=O)Nc2ccccc21	-1%	1%	-9%	3%	?	i	i	?	-6%	-6%	-0.2%
CS(=O)(=O)N(Cc1ccccc1)c1ccc(C(=O)NC2CCCCC2O)cc1 (stereo unspecified)	-2%	1%	-7%	0%	nt	nt	nt	nt	-26%	-1%	0.5%
COc1ccccc1N1CCN(Cc2nc(N)nc(Nc3ccc(C)c(Cl)c3)n2)CC1	2%	1%	9%	0%	i	i	i	i	?	?	-2.9%[57.5 µM]
O=C(O)C1CCN(C(=O)c2scc3c2OCCO3)CC1	-1%	7%	?	2%	i	i	i	i	23%	-4%	-5.5%
O=C(CCn1c(=O)c2sccc2n(CC(=O)OCc2ccccc2)c1=O)NCc1ccco1	0%	-9%	-8%	-13%	i	i	i	i	-19%	-4%	-0.1%
c1nc(N2CCC3(CC2)OCCO3)c2c3c(sc2n1)CCCC3	2%	0%	?	1%	i	i	?	i	32µM*	-3%	3.8%[0.369 µM]
C/C(NCC(C)(C)CN(C)C)=C(/C#N)C(=O)NCc1ccccc1	0%	-4%	-7%	1%	i	i	i	?	22%	3%	6.9%[1.84 µM]

These rows are one share of the data. The share of hits here may be higher or lower than overall.
